Screens deposited in PubChem BioAssay by several laboratories.
Keap1-Nrf2 PPI – Keap1-Nrf2 protein-protein interaction inhibitors, primary screen, biochemical, fluorescence polarization, single point; Keap1 Kelch-Nrf2 peptide fluorescence polarization, 1536-well; hit rate 0.15% among 340,000; AID 504523, 2011; Kelch-like ECH-associated protein 1 (Homo sapiens), Q14145; inhibition, % at 9.4 µM; in the data active = inhibition above about 12%;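 also: human Keap1 Kelch domain with fluorescein labeled Nrf2 9mer peptide probe; 0% = neutral control wells and 100% = peptide positive control; higher means more block of Keap1 binding to Nrf2 peptide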
CAL PDZ FP-1 – untagged CAL PDZ binding inhibitors, primary screen, biochemical, fluorescence polarization, HTS. Golgi-associated PDZ and coiled-coil motif-containing protein (Homo sapiens), Q9HD26. purified CAL PDZ, TMR-peptide fluorescence polarization, 1 h. inhibition, % at 24.9 µM. hit rate 0.92% among 300,000. AID 602252, 2012;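 active = mean inhibition of at least 30% with at least half of replicates also reaching 30%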;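 also: 0% = DMSO neutral control and 100% = excess unlabeled competitor peptide PRC23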
Rtt109 HAT inh – inhibitors of C. albicans Rtt109/Vps75 HAT, primary screen, biochemical, ThioGlo CoA-SH fluorescence, plate reader; inhibition, % at 34.9 µM; purified Rtt109/Vps75, 4 h; Histone acetyltransferase RTT109 (Candida albicans (strain SC5314 / ATCC MYA-2876)), …; hit rate 0.16% among 330,000;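 active = inhibition of at least 50% in every replicate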
Target sequence (Q5AAJ8 whole entry, looked up): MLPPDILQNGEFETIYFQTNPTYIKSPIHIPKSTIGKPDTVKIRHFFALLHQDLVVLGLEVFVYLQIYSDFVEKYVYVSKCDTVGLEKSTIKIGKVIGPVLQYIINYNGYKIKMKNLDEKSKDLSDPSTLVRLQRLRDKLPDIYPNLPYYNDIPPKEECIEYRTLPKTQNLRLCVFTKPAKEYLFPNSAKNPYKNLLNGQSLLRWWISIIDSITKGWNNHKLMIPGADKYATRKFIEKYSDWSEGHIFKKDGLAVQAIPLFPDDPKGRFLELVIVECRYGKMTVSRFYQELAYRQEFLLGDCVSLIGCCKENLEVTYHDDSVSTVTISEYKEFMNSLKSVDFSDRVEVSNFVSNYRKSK
RTF Ca sens inh – cardiac RTF calcium sensitivity inhibitors, primary screen, biochemical, IANBD-TnC fluorescence, EC70 calcium; Troponin I, cardiac muscle (Homo sapiens) + Troponin T, cardiac muscle (Homo sapiens) + …; IANBD-labeled cardiac RTF, Ca2+ fluorescence; inhibition, % at 7.15 µM; hit rate 0.12% among 340,000;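 active = inhibition above the mean inhibition of all tested compounds plus 3 SD, cut at about 17% in these data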;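 also: assay run at fixed EC70 calcium of 1.6 mM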
LANA DNA inh – inhibitors of KSHV C-LANA binding to DNA, primary screen, biochemical, fluorescence polarization, FAM-LBS DNA, MBP-C-LANA, single point; hit rate 0.078% among 340,000; Kaposi's sarcoma herpesvirus LANA C-terminal domain (residues 932-1162) DNA binding; AID 504423, 2011; inhibition, % at 9 µM;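 active = highest replicate inhibition at or above 60% at 9 µM, even if other replicates fall short; inactive = all replicates below 60% inhibition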;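 also: 0% = neutral control wells and 100% = 4 µM acridine orange control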
DAGLB inhibitor – DAGLB lipase inhibitors, primary screen, biochemical, fluorescence, HTS. AID 504411, 2011. inhibition, % at 5.17 µM. Diacylglycerol lipase-beta (Homo sapiens), Q8NCG7. hit rate 0.059% among 340,000. HEK293T DAGLB membrane lysate, EnzChek fluorogenic substrate; in the data active = inhibition above about 34%;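 also: 0% = enzyme with vehicle and 100% = wells lacking enzyme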
Target sequence (Q8NCG7 whole entry, looked up): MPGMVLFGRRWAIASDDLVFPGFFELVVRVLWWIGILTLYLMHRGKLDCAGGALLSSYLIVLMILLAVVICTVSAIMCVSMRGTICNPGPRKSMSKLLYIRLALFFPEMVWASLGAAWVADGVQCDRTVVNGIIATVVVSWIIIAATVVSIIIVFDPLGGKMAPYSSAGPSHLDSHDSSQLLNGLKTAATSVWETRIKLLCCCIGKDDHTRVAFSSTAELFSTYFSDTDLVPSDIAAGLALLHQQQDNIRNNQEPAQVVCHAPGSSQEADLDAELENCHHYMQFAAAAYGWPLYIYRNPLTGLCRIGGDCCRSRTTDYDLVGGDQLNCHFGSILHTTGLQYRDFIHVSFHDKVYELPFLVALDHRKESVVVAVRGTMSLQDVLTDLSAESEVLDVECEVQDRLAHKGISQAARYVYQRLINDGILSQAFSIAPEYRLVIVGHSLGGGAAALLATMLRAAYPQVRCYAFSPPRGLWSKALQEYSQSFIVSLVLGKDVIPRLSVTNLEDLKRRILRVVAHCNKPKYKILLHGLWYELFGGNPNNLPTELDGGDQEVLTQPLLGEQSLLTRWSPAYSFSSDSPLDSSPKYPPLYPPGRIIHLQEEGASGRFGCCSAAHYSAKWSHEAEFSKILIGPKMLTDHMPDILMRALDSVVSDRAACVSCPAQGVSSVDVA
CAL PDZ FP-2 – CAL PDZ peptide-binding inhibitors, primary screen, biochemical, fluorescence polarization, Cer-tagged CAL PDZ, HTS; Golgi-associated PDZ and coiled-coil motif-containing protein (Homo sapiens), Q9HD26; purified CAL PDZ, TMR-peptide fluorescence polarization, 1 h; inhibition, % at 20 µM; hit rate 0.02% among 330,000; AID 504414, 2011;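 active = highest replicate inhibition of at least 40%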;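 also: plate controls were DMSO neutral control wells for no effect and unlabeled competitor peptide control wells for full effect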
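System: tagged CAL PDZ domain. Schedule: 1 h room-temperature incubation prior to read. Signal: fluorescence polarization (mP). Measure: percent inhibition from loss of millipolarization.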
SR-BI uptake up – activators of SR-BI mediated DiI-HDL uptake, primary screen, ldlA[mSR-BI] CHO cells, DiI fluorescence; 3 h; 100 = double the neutral-control signal; activation, % at 12.5 µM; hit rate 0.096% among 320,000; AID 504775, 2011;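 active = mean replicate activation of at least 60% and every replicate at or above 60%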;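 also: 0% = median plate neutral-control signal and 100% = twice that signal; values of inactives mirror those of a sister screen read the other way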
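Test system: SR-BI-overexpressing, LDLR-lacking CHO cells; Medium: Ham's F12 with 0.5% BSA, HEPES 25 mM, pH 7.4; Schedule: 3 h, 37 °C; Technique: bottom-read fluorescence, 550/595 nm.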
RTF Ca sens act – cardiac RTF calcium sensitivity activators, primary screen, biochemical, IANBD-TnC fluorescence, EC20 calcium | Troponin I, cardiac muscle (Homo sapiens) + Troponin T, cardiac muscle (Homo sapiens) + … | IANBD-labeled TnC RTF fluorescence at EC20 calcium; 0% EC20 calcium, 100% full calcium | activation, % at 7.2 µM | hit rate 0.24% among 340,000 | AID 493008, 2010;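 active = activation above the mean over all tested compounds plus 3 SD, cut at about 30% in these data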;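 also: rise in fluorescence read as greater calcium sensitivity of cardiac thin filaments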
PKA-R2B activ – activators of PKA-R2B holoenzyme, primary screen, biochemical, fluorescence polarization, Cy5-IP20, human | cAMP-dependent protein kinase catalytic subunit beta (Homo sapiens) + cAMP-dependent … | AID 504700, 2011 | PKA-R2B holoenzyme dissociation; R2B truncated from residue 108, S112A mutant; 0% DMSO only, 100% 113 µM cGMP | activation, % at 11.4 µM | hit rate 0.079% among 340,000;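 active = activation above a cutoff set at the mean over all compounds plus 3 SD, cut at about 18% in these data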;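 also: higher means more holoenzyme dissociation and a rise in polarization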
The depositor's hits bear a star.

Screening N#C/C(=C\c1ccc(-c2cccc(C(F)(F)F)c2)o1)C(=O)Nn1cnnc1 returned Keap1-Nrf2 PPI -1, CAL PDZ FP-1 4, Rtt109 HAT inh 20, RTF Ca sens inh -2, LANA DNA inh -3.2, DAGLB inhibitor 3, CAL PDZ FP-2 -1.5, SR-BI uptake up -20, RTF Ca sens act -3 and PKA-R2B activ 0.
For O=C(O)c1cc(/C=C/c2ccc(N3CCOCC3)cc2)nc2ccccc12 the results were Keap1-Nrf2 PPI -1, CAL PDZ FP-1 6, Rtt109 HAT inh 0, RTF Ca sens inh -9, LANA DNA inh 0.2, DAGLB inhibitor -3, CAL PDZ FP-2 -2.0, SR-BI uptake up -5, RTF Ca sens act 1 and PKA-R2B activ -7.
`CC1CCN(S(=O)(=O)c2cccc(S(=O)(=O)N3CCOCC3)c2)CC1` gave Keap1-Nrf2 PPI -2, CAL PDZ FP-1 -3, Rtt109 HAT inh -3, RTF Ca sens inh -3, LANA DNA inh -0.5, DAGLB inhibitor 0, CAL PDZ FP-2 0.2, SR-BI uptake up 11, RTF Ca sens act -5 and PKA-R2B activ 2.
CSc1ncccc1C(=O)OCc1c(F)cccc1Cl was read as Keap1-Nrf2 PPI 2, CAL PDZ FP-1 -5, Rtt109 HAT inh -6, RTF Ca sens inh -2, LANA DNA inh 1.2, DAGLB inhibitor -8, CAL PDZ FP-2 -2.1, SR-BI uptake up 2, RTF Ca sens act -5 and PKA-R2B activ -1.
Screening CC(C)(C)c1ccc(OCC(O)CS(=O)(=O)c2ccccn2)cc1 (stereo unspecified) returned Keap1-Nrf2 PPI -1, CAL PDZ FP-1 -3, Rtt109 HAT inh 1, RTF Ca sens inh -2, LANA DNA inh 0.5, DAGLB inhibitor -1, CAL PDZ FP-2 -2.6, SR-BI uptake up 19, RTF Ca sens act 7 and PKA-R2B activ -2.
`C=CCn1c(-c2cccn(Cc3ccc(Cl)cc3Cl)c2=O)n[nH]c1=S` gave Keap1-Nrf2 PPI 3, CAL PDZ FP-1 -19, Rtt109 HAT inh -12, RTF Ca sens inh -4, LANA DNA inh 0.7, DAGLB inhibitor 0, CAL PDZ FP-2 -2.4, RTF Ca sens act -2 and PKA-R2B activ 1.
CC(=O)Nc1sc2c(c1C#N)CCCCC2 was read as Keap1-Nrf2 PPI -4, CAL PDZ FP-1 -4, Rtt109 HAT inh 0, RTF Ca sens inh 4, LANA DNA inh -0.3, DAGLB inhibitor -2, CAL PDZ FP-2 -0.8, SR-BI uptake up 4, RTF Ca sens act 0 and PKA-R2B activ 1.
For Nc1ccc(C(=O)c2cccs2)cc1[N+](=O)[O-] the results were Keap1-Nrf2 PPI -1, Rtt109 HAT inh 2, RTF Ca sens inh 1, LANA DNA inh -1.1, DAGLB inhibitor -1, CAL PDZ FP-2 -0.4, SR-BI uptake up -8, RTF Ca sens act 4 and PKA-R2B activ -4.
`O=C(NCc1ccccc1)c1ccco1` gave Keap1-Nrf2 PPI -2, CAL PDZ FP-1 -3, Rtt109 HAT inh -3, RTF Ca sens inh 9, LANA DNA inh -1.2, DAGLB inhibitor 2, CAL PDZ FP-2 0.9, SR-BI uptake up 33, RTF Ca sens act -2 and PKA-R2B activ -11.
Screening CCOC(=O)Cn1nnnc1CN1CCN(c2ccc(OC)cc2)CC1 returned Keap1-Nrf2 PPI 1, CAL PDZ FP-1 -3, Rtt109 HAT inh 7, RTF Ca sens inh -1, LANA DNA inh -0.8, DAGLB inhibitor 0, CAL PDZ FP-2 0.2, SR-BI uptake up 10, RTF Ca sens act 0 and PKA-R2B activ -15.
For O=C1C2CC=C(Cl)CC2C(=O)N1CC1Cc2ccccc2CO1 (stereo unspecified) the results were Keap1-Nrf2 PPI -4, CAL PDZ FP-1 -2, Rtt109 HAT inh -27, RTF Ca sens inh -5, LANA DNA inh 6.3, DAGLB inhibitor 2, CAL PDZ FP-2 0.3, SR-BI uptake up -5, RTF Ca sens act -2 and PKA-R2B activ 11.
Screening OC(CCc1ccncc1)c1ccccc1 (stereo unspecified) returned Keap1-Nrf2 PPI 0, CAL PDZ FP-1 0, Rtt109 HAT inh -15, RTF Ca sens inh -14, LANA DNA inh 1.1, DAGLB inhibitor 1, CAL PDZ FP-2 0.7, SR-BI uptake up 20, RTF Ca sens act -3 and PKA-R2B activ 12.
Screening O=C(NCc1ccc(Cl)cc1)c1ccc2ccccc2n1 returned Keap1-Nrf2 PPI 0, CAL PDZ FP-1 -3, Rtt109 HAT inh 15, RTF Ca sens inh 5, LANA DNA inh -1.4, DAGLB inhibitor -7, CAL PDZ FP-2 -1.6, RTF Ca sens act -5 and PKA-R2B activ 3.
`CC(C(=O)NCCS(=O)(=O)c1ccc(Cl)cc1)S(=O)(=O)c1ccccc1` (stereo unspecified) gave Keap1-Nrf2 PPI 1, CAL PDZ FP-1 2, RTF Ca sens inh 5, LANA DNA inh -1.3, DAGLB inhibitor -3, CAL PDZ FP-2 -4.3, SR-BI uptake up 12, RTF Ca sens act 1 and PKA-R2B activ 6.
Screening CC(C)[C@H](NC(=O)c1ccc(Cl)cc1Cl)C(=O)NNC(=O)c1ccco1 returned Keap1-Nrf2 PPI -8, CAL PDZ FP-1 -3, Rtt109 HAT inh -5, RTF Ca sens inh -2, LANA DNA inh 1.5, DAGLB inhibitor -1, CAL PDZ FP-2 -1.3, SR-BI uptake up -12, RTF Ca sens act 1 and PKA-R2B activ -7.
`COc1cccc(-n2c(SCC(N)=O)nnc2-c2c[nH]c3ccccc23)c1` gave Keap1-Nrf2 PPI -2, Rtt109 HAT inh -2, RTF Ca sens inh -6, LANA DNA inh -0.2, DAGLB inhibitor 1, CAL PDZ FP-2 -1.3, SR-BI uptake up -2, RTF Ca sens act 2 and PKA-R2B activ -2.
For CC(C)c1ccc(N2CCN(C(=O)c3ccccc3NC(=O)/C=C\C(=O)O)CC2)cc1 the results were Keap1-Nrf2 PPI -3, CAL PDZ FP-1 -3, Rtt109 HAT inh 11, RTF Ca sens inh -3, LANA DNA inh 0.7, DAGLB inhibitor 7, CAL PDZ FP-2 -0.1, SR-BI uptake up 16, RTF Ca sens act 1 and PKA-R2B activ -12.
`O=C(Cc1ccc([N+](=O)[O-])cc1)Nc1ccon1` gave Keap1-Nrf2 PPI -1, CAL PDZ FP-1 -3, Rtt109 HAT inh 11, RTF Ca sens inh 1, LANA DNA inh -0.2, DAGLB inhibitor -1, CAL PDZ FP-2 -1.9, SR-BI uptake up -1, RTF Ca sens act 10 and PKA-R2B activ 3.
`CC12CCC(C(=O)N3CCN(Cc4ccccc4)CC3)(OC1=O)C2(C)C` (stereo unspecified) gave Keap1-Nrf2 PPI 3, CAL PDZ FP-1 -1, RTF Ca sens inh -6, LANA DNA inh 1.0, DAGLB inhibitor -3, CAL PDZ FP-2 -1.5, SR-BI uptake up -1, RTF Ca sens act 1 and PKA-R2B activ -11.
CC(C)Cc1nnc(NC(=O)CN2C(=O)c3ccccc3C2=O)s1 was read as Keap1-Nrf2 PPI -5, CAL PDZ FP-1 -2, Rtt109 HAT inh 10, RTF Ca sens inh 3, LANA DNA inh -1.5, DAGLB inhibitor 0, CAL PDZ FP-2 -0.4, SR-BI uptake up 1, RTF Ca sens act -2 and PKA-R2B activ -7.
For COC(=O)c1c(NC(=O)C2COc3ccccc3O2)sc2c1CCN(C(C)=O)C2 (stereo unspecified) the results were Keap1-Nrf2 PPI 1, CAL PDZ FP-1 -4, Rtt109 HAT inh 5, RTF Ca sens inh -14, LANA DNA inh 1.9, DAGLB inhibitor -4, CAL PDZ FP-2 -4.5, SR-BI uptake up -53, RTF Ca sens act -3 and PKA-R2B activ 11.
For COc1ccc(CC(=O)Nc2ccc(NC(=O)c3ccccc3F)cc2)cc1 the results were Keap1-Nrf2 PPI 0, CAL PDZ FP-1 -3, Rtt109 HAT inh -3, RTF Ca sens inh 0, LANA DNA inh 1.2, DAGLB inhibitor -1, CAL PDZ FP-2 -1.5, SR-BI uptake up -8, RTF Ca sens act 2 and PKA-R2B activ 0.
O=C(Nc1ccc(F)cc1)Nc1nnc(-c2ccncc2)s1 was read as Keap1-Nrf2 PPI 2, CAL PDZ FP-1 -2, Rtt109 HAT inh -2, RTF Ca sens inh -8, LANA DNA inh -1.4, DAGLB inhibitor 5, CAL PDZ FP-2 -2.7, SR-BI uptake up 15, RTF Ca sens act 1 and PKA-R2B activ 1.
Screening COCc1cc(C)nc(NCCc2ccccc2)c1C#N returned Keap1-Nrf2 PPI 6, Rtt109 HAT inh -4, RTF Ca sens inh 4, LANA DNA inh -0.6, DAGLB inhibitor -17, CAL PDZ FP-2 -1.6, SR-BI uptake up -32, RTF Ca sens act -5 and PKA-R2B activ -1.
`O=C(COC(=O)c1ccc(Sc2ccccc2)c([N+](=O)[O-])c1)NC1CCS(=O)(=O)C1` (stereo unspecified) gave Keap1-Nrf2 PPI -4, CAL PDZ FP-1 -2, Rtt109 HAT inh 4, RTF Ca sens inh 10, LANA DNA inh 0.7, DAGLB inhibitor -2, CAL PDZ FP-2 -0.7, SR-BI uptake up 6, RTF Ca sens act -1 and PKA-R2B activ -5.
Screening CCNC(=S)N/N=C(\C)c1ccco1 returned Keap1-Nrf2 PPI 2, CAL PDZ FP-1 -4, Rtt109 HAT inh -15, RTF Ca sens inh 5, LANA DNA inh 0.6, DAGLB inhibitor 1, CAL PDZ FP-2 -2.6, SR-BI uptake up -2, RTF Ca sens act -1 and PKA-R2B activ 5.
`Cc1cc(Cl)c2oc(C(=O)N3CCN(C(=O)c4ccco4)CC3)c(C)c2c1` gave Keap1-Nrf2 PPI -4, CAL PDZ FP-1 -2, Rtt109 HAT inh 3, RTF Ca sens inh 5, LANA DNA inh 1.1, DAGLB inhibitor -3, CAL PDZ FP-2 -1.6, SR-BI uptake up -24, RTF Ca sens act -4 and PKA-R2B activ 2.
